FLuc modulator: inhibits or activates purified firefly luciferase, miR-21 counter-screen | actives 6.9% (n = 360,000) | purified FLuc, Km substrates, luminescence inhibition | Potency, µM (top dose mostly 57.5 µM), without a hit: at the top dose activity change, negative = inhibition, usual class: inhibitors | P08659; active means well fitted inhibition curve with a large enough effect; inconclusive means small, poorly fitted or top-dose-only effect;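 further: plate controls were vehicle for no effect and reference inhibitor for full effect; nearly all actives have a fitted effect of over 55% in size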
Target sequence (P08659 whole entry, looked up): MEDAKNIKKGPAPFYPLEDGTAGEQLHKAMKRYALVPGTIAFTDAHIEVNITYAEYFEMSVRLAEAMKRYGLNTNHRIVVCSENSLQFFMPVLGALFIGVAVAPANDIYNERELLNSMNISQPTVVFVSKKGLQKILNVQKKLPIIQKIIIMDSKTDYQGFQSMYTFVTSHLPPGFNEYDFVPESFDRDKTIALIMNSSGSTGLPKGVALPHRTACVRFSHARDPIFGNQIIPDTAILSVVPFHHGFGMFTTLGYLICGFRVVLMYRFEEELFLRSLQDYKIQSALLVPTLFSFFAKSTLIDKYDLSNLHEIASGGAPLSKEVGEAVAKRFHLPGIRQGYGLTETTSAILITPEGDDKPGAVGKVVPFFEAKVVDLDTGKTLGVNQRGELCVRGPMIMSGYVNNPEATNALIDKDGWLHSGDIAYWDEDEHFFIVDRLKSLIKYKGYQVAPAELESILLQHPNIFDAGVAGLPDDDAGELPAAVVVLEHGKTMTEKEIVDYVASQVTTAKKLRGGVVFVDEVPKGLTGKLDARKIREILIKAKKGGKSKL
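Biochemical qHTS of compounds, final roughly 60 µM downward over six points, against 10 nM purified firefly luciferase using Km concentrations of substrates (10 uM D-luciferin, 10 uM ATP) in Tris acetate pH 7.5 buffer; luminescence output.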
* = called active by the depositor; ? = inconclusive. Potency means the concentration at half of the fitted maximal effect. The list is partial; the hit share may differ from the screen's.

The first five records as a preview:
SMILES	FLuc modulator
Cc1ccc(-c2cnc(NCc3c(F)cccc3Cl)n2C)cc1	?
CCOc1ccc(CCNC(=O)CN2C(=O)COc3ccc(S(=O)(=O)N(CC)CC)cc32)cc1	-7%
COc1ccc(N2CCN(C(=O)c3cc4cc5ccc(Cl)cc5nc4o3)CC2)cc1	0%
COc1ccc(Cl)cc1NC(=O)C1CCN(S(=O)(=O)c2ccc3c(c2)CC(C)N3C(C)=O)CC1 (centres undefined)	-1%
CCOc1ccc(-n2cc(-c3ccccc3)c3c(Nc4cccc(F)c4)ncnc32)cc1	-1%

Results, repeating the preview:
SMILES	FLuc modulator
Cc1ccc(-c2cnc(NCc3c(F)cccc3Cl)n2C)cc1	?
CCOc1ccc(CCNC(=O)CN2C(=O)COc3ccc(S(=O)(=O)N(CC)CC)cc32)cc1	-7%
COc1ccc(N2CCN(C(=O)c3cc4cc5ccc(Cl)cc5nc4o3)CC2)cc1	0%
COc1ccc(Cl)cc1NC(=O)C1CCN(S(=O)(=O)c2ccc3c(c2)CC(C)N3C(C)=O)CC1 (centres undefined)	-1%
CCOc1ccc(-n2cc(-c3ccccc3)c3c(Nc4cccc(F)c4)ncnc32)cc1	-1%
Cc1ccc(CCNc2ncnc3onc(-c4ccc(Cl)cc4)c23)cc1	-5%
O=S(=O)(c1ccc(-n2cnnn2)cc1)N1CCN(c2cccc(C(F)(F)F)c2)CC1	-4%
Cc1c(CC(=O)NCCc2ccccc2)c(=O)oc2c(C)c3occ(C(C)(C)C)c3cc12	-2%
Nc1c(C(=O)c2ccccc2)sc(Nc2ccc(Cl)c(Cl)c2)c1C(=O)Nc1ccccc1	-16%
Cc1cc(C)c(NC(=O)CSc2nc(=O)[nH]c3c2CCCC3)c(C)c1	-2%
CCCCNC(=O)c1cccc(NC(=O)c2nsc3ccccc23)c1	4.8µM*
CCOC(=O)c1cccc(NC(=O)CC2C(=O)N(c3ccc(F)cc3)C(=O)N2C(C)C)c1 (centres undefined)	2%
C=CCc1cccc2cc(C(=O)Nc3cccc(Cl)c3)c(=O)oc12	2%
CCOC(=O)N1CCc2c(sc3c2c(=O)n(CCc2ccccc2)c(=O)n3CC(=O)Nc2ccccc2C)C1	0%
Cc1cccc(-c2nnn3c2nc(NCCC(C)C)c2ccccc23)c1	-1%
O=c1c2cnn(-c3ccc(Cl)cc3)c2ncn1Cc1cccc(C(F)(F)F)c1	-4%
CCOc1cc(C(=O)NCCc2csc(-c3ccc(C)cc3)n2)cc(OCC)c1OCC	-15%
CCCCCNC(=O)c1c[nH]c2ccc(S(=O)(=O)N3CCC(C)CC3)cc2c1=O	-9%
COc1cc(-c2cc(OC)c3c(C)oc(C)c3c(=O)c2)ccc1OC(=O)c1ccccc1C	-10%
CCc1ccccc1NC(=O)Cn1c(SCc2ccc(F)cc2)nc2ccncc21	?
CCOc1cc2[nH]c(=O)n(CCCC(=O)N3CCN(c4cccc(Cl)c4)CC3)c(=O)c2cc1OCC	-12%
Fc1ccc(-c2noc3ncnc(N4CCCCC4)c23)cc1	-13%
CCC1CCCCN1CCCNC(=O)c1ccc2c(c1)N(Cc1ccccc1)C(=O)c1ccccc1S2(=O)=O (centres undefined)	-1%
CCC(Sc1nc2cc(OC)c(OC)cc2c(=O)n1CCc1ccc(Cl)cc1)C(=O)NCCOC (centres undefined)	2%
Cc1cc(C)cc(NC(=O)CCCc2nnc3n(CC(C)C)c(=O)c4sccc4n23)c1	0%

The list goes on (two carried over from the part before).
SMILES	FLuc modulator
CCC(Sc1nc2cc(OC)c(OC)cc2c(=O)n1CCc1ccc(Cl)cc1)C(=O)NCCOC (centres undefined)	2%
Cc1cc(C)cc(NC(=O)CCCc2nnc3n(CC(C)C)c(=O)c4sccc4n23)c1	0%
CCCc1nc2sc3c(N4CCCCC4)ncnc3c2c2c1CCCC2	1%
Cc1c(NC(=O)c2ccc(Cl)cc2)cc(C(C)C)c(O)c1S(=O)(=O)c1ccccc1	?
COc1ccc(-c2cn3nc(SCC(=O)Nc4cc(C)cc(C)c4)ccc3n2)cc1	3.8µM*
COc1ccc(Nc2cc(C(=O)NCCc3ccccc3)c3ccccc3n2)cc1OC	0%
O=C(NCc1ccccc1)c1ccc2c(c1)N(Cc1ccccc1F)C(=O)c1ccccc1S2=O (centres undefined)	-2%
CCc1cc(C(=O)NC(C)c2ccccc2)no1 (centres undefined)	2%
COc1ccc(S(=O)(=O)NCC(c2ccc(N(C)C)cc2)N2CCc3ccccc32)cc1OC (centres undefined)	-2%
CCOc1ccc(NC(=O)C(NS(=O)(=O)c2ccc3c(c2)CCN3C(C)=O)C(C)C)cc1 (centres undefined)	-6%
CCOc1ccc(-c2nonc2NC(=O)c2oc3cc(C)ccc3c2C)cc1OCC	-8%
COCc1cc(C)n(CC(=O)Nc2ccc(NC(C)=O)cc2)c(=O)c1C#N	-4%
CCOC(=O)c1c(C)oc2ncnc(N3CCN(c4ccccc4F)CC3)c12	4%
COc1ccccc1C(=O)Nc1nc(-c2ccccc2)ns1	?
COc1ccc(OC)c(CCNC(=O)c2cnn(-c3ccccc3)c2-n2cccc2)c1	-15%
Cc1ccc(NC(=O)CC2Nc3cc(C)c(C)cc3NC2=O)c(C)c1 (centres undefined)	-17%
CCN(CC)C(=O)Cn1c(=O)n(Cc2ccc(C(=O)NCc3ccc(C)cc3)cc2)c(=O)c2ccccc21	?
Cc1c(NS(=O)(=O)c2ccccc2)cc(C(C)C)c(O)c1S(=O)(=O)c1ccc(Cl)cc1	?
Cc1cc(C)c(S(=O)(=O)N2CCN(Cc3ccc4c(c3)OCO4)CC2)cc1C	-8%
COc1ccc(NC(=O)c2c(C)oc3ccc(O)c(CN4CCOCC4)c23)cc1	3%
CC(C)(C)C1CCc2c(sc(NC(=O)Cn3nnc(-c4cccc(C(F)(F)F)c4)n3)c2C#N)C1 (centres undefined)	-19%
CC(=O)c1nn(-c2ccc(OC(F)(F)F)cc2)nc1Nc1ccc(C)cc1	-5%
CCCS(=O)(=O)NCCc1sc2nc(-c3ccc(Cl)cc3)nn2c1C	-18%
N#Cc1nc(-c2ccc(COc3ccccc3)o2)oc1NCc1cccnc1	-16%
CC1N=C2c3ccccc3N=C(SCC(=O)NCCc3ccccc3)N2C1=O (centres undefined)	-1%
CC(=O)Nc1ccc(NC(=O)c2nc(S(=O)(=O)Cc3ccc(F)cc3)ncc2Cl)cc1	-7%
O=c1c(NCc2cccs2)nccn1-c1ccccc1	-13%

Next results follow.
SMILES	FLuc modulator
Cc1ccc2c(=O)cc(C(=O)Nc3sc4c(c3C(=O)NCc3cccnc3)CCCC4)oc2c1	-3%
O=c1oc2ccccc2cc1-c1cn2cc(Cc3ccccc3F)sc2n1	0.34µM*
Cc1ccc(-c2nc(C)c(CCNC(=O)C(=O)Nc3ccc4c(c3)OCO4)s2)cc1	-1%
COc1ccc(OC)c(CNC(=O)CSc2c3c(nc4cc(Cl)ccc24)CCCC3)c1	-15%
COc1ccc(N(Cc2cccs2)C(=O)COc2cc(C)c(Cl)c(C)c2)cc1	-19%
O=C(Nc1ccc(F)cc1)N1CCN(c2ccccc2F)CC1	-2%
COc1cccc(NC(=O)CN2C(=O)c3ccccc3Sc3ncccc32)c1	-3%
CN(C)S(=O)(=O)c1ccc2c(c1)N(CC(=O)N1CCC(C(N)=O)CC1)CCS2	0%
Cc1ccc(C)c(-n2nnc(-c3nc(-c4ccccc4C)no3)c2C)c1	?
Cc1ccc(NC(=O)c2cccc(NC(=O)N3CCSc4ncccc43)c2)cc1F	-2%
CCOc1ccc(NC(=O)CN2CCN(c3ccc(Cl)cc3)CC2)cc1	0%
Cc1cc(C)c(NC(=O)Cn2c(=O)n(Cc3ccc(C(=O)NCc4ccc5c(c4)OCO5)cc3)c(=O)c3ccccc32)c(C)c1	-5%
CC1=C(C(=O)NCc2cccc(Cl)c2)C2(CCCCCC2)OC1=O	-3%
CCOC(=O)c1cc(C)n(CC2CCC(C(=O)Nc3ccc(C)cc3)CC2)c1C (centres undefined)	-3%
CCOc1cccc(NC(=O)CSc2ncc(-c3ccc(Cl)cc3)[nH]2)c1	?
O=C(Cn1nc(Cc2cccnc2)c2ccccc2c1=O)Nc1ccc(F)c(Cl)c1	-4%
Cc1ccc(NC(=O)C2CCN(S(=O)(=O)c3cc(-c4noc(C)n4)ccc3C)CC2)c(C)c1	-2%
CCOc1ccccc1CNC(=O)C(CC)n1nc(C)c2c(C)n(-c3ccccc3)nc2c1=O (centres undefined)	-2%
O=c1n(Cc2ccc(Cl)cc2)c2ccccc2c2nc(-c3ccccc3)nn12	-10%
COCCCNc1ncnc2c1cnn2-c1ccc(F)cc1	11µM*
COc1ccc(-c2cc(-c3ccccc3)nc3c2COc2ccccc2-3)cc1	-3%
CCOC(=O)c1c(C)oc2nc(C)nc(NCC3CCN(Cc4cc(C)ccc4C)CC3)c12	-5%
COc1ccc(-c2oc3ncn4nc(-c5ccccc5Br)nc4c3c2-c2ccc(OC)cc2)cc1	-1%
O=C(O)c1cc(NC2(c3ccccc3)C(=O)c3ccccc3C2=O)ccc1Cl	?
COc1cccc(C(=O)c2sc(Nc3ccc(C)cc3C)c(S(=O)(=O)c3ccccc3)c2N)c1	-1%

6 successive entries from above, quoted:
SMILES	FLuc modulator
COCCCNc1ncnc2c1cnn2-c1ccc(F)cc1	11µM*
COc1ccc(-c2cc(-c3ccccc3)nc3c2COc2ccccc2-3)cc1	-3%
CCOC(=O)c1c(C)oc2nc(C)nc(NCC3CCN(Cc4cc(C)ccc4C)CC3)c12	-5%
COc1ccc(-c2oc3ncn4nc(-c5ccccc5Br)nc4c3c2-c2ccc(OC)cc2)cc1	-1%
O=C(O)c1cc(NC2(c3ccccc3)C(=O)c3ccccc3C2=O)ccc1Cl	?
COc1cccc(C(=O)c2sc(Nc3ccc(C)cc3C)c(S(=O)(=O)c3ccccc3)c2N)c1	-1%

Part of the list above in order of molar mass, falling.
SMILES	FLuc modulator
Cc1cc(C)c(NC(=O)Cn2c(=O)n(Cc3ccc(C(=O)NCc4ccc5c(c4)OCO5)cc3)c(=O)c3ccccc32)c(C)c1	-5%
CCOC(=O)c1c(C)oc2nc(C)nc(NCC3CCN(Cc4cc(C)ccc4C)CC3)c12	-5%
COCCCNc1ncnc2c1cnn2-c1ccc(F)cc1	11µM*

Going on with the list:
SMILES	FLuc modulator
COc1cc(C(=O)N2CCN(C(=O)COc3cccc(C)c3)CC2)cc(OC)c1OC	3%
COc1ccc(C(=O)NCc2ccc3c(c2)CCN3C(C)=O)cc1OC	-5%
O=C(Nc1ccc2nc(SCC(=O)N3CCCC3)sc2c1)c1ccccc1F	24µM*
COc1ccc2c(CNCCc3ccc(SC)cc3)c(C(=O)O)n(Cc3ccc(F)cc3)c2c1	-1%
CCc1cccc(NC(=O)Cn2nc3c4cc(F)ccc4n(Cc4cccc(C)c4)cc-3c2=O)c1	-2%
COc1cccc(CCNC(=O)c2cnc3sc(N4CCOCC4)nn3c2=O)c1	4%
CCc1ccc(-n2nnc(-c3nc(-c4ccc(C)cc4)no3)c2N)cc1	-9%
CCOC(=O)c1ccc(NC(=O)CSc2nc(-c3ccc(OC)cc3)cc(C(F)(F)F)c2C#N)cc1	5%
COc1ccccc1CNC(=O)Cn1nc(C)n2cccc2c1=O	-8%
Cc1cc(C)cc(NC(=O)Cc2noc3ccccc23)c1	-17%
CCN(CC)C(=O)CSc1nc2ccsc2c(=O)n1Cc1ccccc1Cl	-9%
CCCN(CCC)C(=O)Cn1c(=O)n(-c2ccccc2)c(=O)c2c3c(sc21)CCCC3	-3%
COC(=O)c1ccc(NC(=O)c2nc(-c3ccc(Cl)cc3)n3c2CCCCC3)cc1	6%
O=C(NCCc1ccc(Cl)cc1)c1ccc2c(c1)nc1n2CCOC1	?
O=C(CSc1nnc(-c2ccc(F)cc2)o1)N1CCCc2ccccc21	?
CC(C)CN(CCNC(=O)c1cc(=O)[nH]c2ccc(S(=O)(=O)N3CCCCCC3)cc12)CC(C)C	0%
CCOC(=O)c1ccc(-c2ccc(/C=C(\C#N)C(=O)Nc3ccc(C)cc3)o2)cc1	-3%
CC(=O)N1c2ccc(S(=O)(=O)NCC3CCC(C(=O)Nc4ccc(C)c(C)c4)CC3)cc2CC1C (centres undefined)	-11%
CCN1C(C(=O)c2ccccc2)=C(OC(=O)C(C)C)c2ccccc2S1(=O)=O	-14%
CCOC(=O)c1ccc(NC(=O)c2c(NCc3cc(OC)ccc3OC)sc3c2CCC3)cc1	-4%
Fc1ccc(Nc2nc3ccccc3n3cnnc23)c(F)c1	0%
CCOC(=O)c1[nH]c2c(c1Cc1ccccc1)C(=O)CC(c1ccccc1)C2 (centres undefined)	-1%
O=C(Nc1nc2c(F)cccc2s1)c1ccc(S(=O)(=O)N2CCCc3ccccc32)cc1	-2%
CC(=O)N1c2ccccc2C(=O)C1N1CCN(c2ccccc2F)CC1 (centres undefined)	-11%
COc1cccc(CN(C(=O)c2ccc(C(C)(C)C)cc2)C2CCS(=O)(=O)C2)c1 (centres undefined)	-1%

The list continues:
SMILES	FLuc modulator
O=C(CCSCc1ccccc1F)N1CCN(c2ccc(Cl)cc2)CC1	-11%
Cc1cc(C)c(S(=O)(=O)Nc2cc(Cl)c3oc4c(c3c2)C(=O)CCC4)cc1C	-7%
CC(C)c1ccc(NC(=O)CSC2=Nc3ccccc3C3=NC(CC(=O)NCCc4ccccc4)C(=O)N23)cc1 (centres undefined)	-11%
Cc1ccc(OCCCn2c(C3CC(=O)N(c4cccc(Cl)c4)C3)nc3ccccc32)c(C)c1 (centres undefined)	?
CCN(c1ccccc1)c1ncnc2c1cnn2-c1ccc(OC)cc1	6.7µM*
Cc1cc(=O)n2nc(N3CCC(C(=O)Nc4ccc(C)c(Cl)c4)CC3)sc2n1	-4%
Cc1ccc(C(=O)NCCn2c(C)cc3ccccc32)cc1C	?
COc1ccc(N2CCN(C(=O)c3cnc(SC)nc3C)CC2)cc1	3%
